Screening data deposited in PubChem by National Center for Advancing Translational Sciences (NCATS).
MmCpn inh = Inhibitors of TCP-1 ring complex (TRiC) of Methanococcus maripaludis (MmCpn): qHTS; Chaperonin Mm-Cpn (Methanococcus maripaludis); purified Mm-Cpn ATPase, ADP Transcreener TR-FRET; Potency, µM (top dose mostly 76.9 µM), without a hit: at the highest dose activity, negative = inhibition, usual class: inhibitors; 0.031% of 330,000 active; AID 504842, 2011; further: potency means the concentration at half of the fitted maximal effect; on the % scale 0 is the no-effect control and ±100 the full control effect; nearly all actives have a fitted effect of over 80% in size
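Purified archaeal Mm-CPN (25nM final) preincubated 10 min at 37degC with compound, then 10uM ATP for 30 min at 37degC; ADP measured by HTRF Transcreener TR-FRET; buffer 30 mM TRIS pH 7.4, 100mM KCl, 5mM MgCl2, 1mM DTT.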
CCT modulator = High-Throughput Screening for Modulators of Cytosolic Chaperonin Activity | activity change, % (no concentration beside the values), hits read low | 0.3% of 360,000 active | purified chaperonin ATPase assay, HTRF ADP detection, 30 min; in the data active means activity change below about -30%; further: on the % scale 0 is the no-effect control and ±100 the full control effect
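We incubate TRiC, 40 or 20 nM final, with library compounds at 76 uM and 10 uM ATP for 30 min at 37 °C. ADP formed is detected with Transcreener HTRF reagents after 30 min at room temperature.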
TGFb SMAD3 inh = qHTS for Inhibitors of TGF-b; AID 588855, 2011; HepG2 CAGA-GFP TGF-b/SMAD3 reporter, GFP fluorescence, 18 h; TGF-beta stimulated, 500 pg/mL final; 1.2% of 410,000 active; Potency, µM (titrated, usually from 46.1 µM), for the others: at the top dose activity, negative = inhibition, hits mostly inhibitors; further: potency means the concentration at half of the fitted maximal effect; on the % scale 0 is the no-effect control and ±100 the full control effect; nearly all actives have a fitted effect of over 65% in size
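Using HEPG2 CAGA-GFP reporter cells at 1000 cells/well, we pinned test compounds, stimulated with recombinant TGF-beta (500 pg/mL final) and measured total well GFP after 18 h.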
A549 viability = Nrf2 qHTS screen for inhibitors: counterscreen for cytotoxicity; A549 ARE-Fluc cells, CellTiter-Fluor viability, 18-24 h; Potency, µM (series often up to 46 µM), inactives show at the top dose activity change, negative = cytotoxicity, hits mostly inhibitors; 0.16% of 390,000 active; AID 504648, 2011; further: potency means the concentration at half of the fitted maximal effect; on the % scale 0 is the no-effect control and ±100 the full control effect
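Cytotoxicity counterscreen: CellTiter-Fluor fluorescence was measured in A549 ARE_Fluc cells after 18-24 h of compound exposure in a concentration series. The subsequent BugLite luminescent read reports ARE-luciferase activity.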
HepG2 viability = qHTS for Inhibitors of TGF-b: Cytotox Counterscreen; HepG2 CAGA-GFP viability, ATP luminescence, 18 h; Potency, µM (titrated, usually from 46.1 µM), for the others: at the highest dose activity change, negative = cytotoxicity, usual class: cytotoxic; 0.76% of 410,000 active; further: potency means the concentration at half of the fitted maximal effect; some results filed as inactive show a strong effect at the top dose
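HepG2 CAGA-GFP cells (1000/well, DMEM with 1% FBS) received compound, then TGF-beta at 500 pg/mL final, and were incubated 18 hours at 37 degrees C. Viability was read by CellTiter-Glo luminescence. Media-only wells were set as complete cell-killing and DMSO as no toxicity.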
Nrf2 inh = Nrf2 qHTS screen for inhibitors | A549 ARE-Fluc reporter, luciferase luminescence, 18-24 h | Potency, µM (top dose mostly 46 µM), for the others: at the highest dose activity change, negative = inhibition, usual class: inhibitors | 2.1% of 360,000 active | AID 504444, 2011; further: potency means the concentration at half of the fitted maximal effect; on the % scale 0 is the no-effect control and ±100 the full control effect; nearly all actives have a fitted effect of over 60% in size
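Cells were seeded and rested 2 h, then exposed to compounds for 18-24 h. CellTiter-Fluor was read first as a viability measure. BugLite was added 15 min before the final luminescent read of ARE-luciferase activity in A549 cells.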
ATXN viability = Viability Counterscreen for Primary qHTS for Inhibitors of ATXN expression; Potency, µM (doses to about 56.7 µM), most hits filed as cytotoxic; S2 cells (HEK-293 line with an ATXN2-luciferase reporter) viability, CellTiter-Fluor protease fluorescence, 24 h; 0.49% of 400,000 active; further: potency means the concentration at half of the fitted maximal effect; nearly all actives have a fitted effect of over 40% in size
Nrf2 ARE act = qHTS of Nrf2 Activators; AREc32 ARE-luciferase reporter (MCF7-derived line), luminescence, 24 h; Potency, µM (top dose mostly 46.1 µM), for inactives: at the top dose activation, usual class: activators; 0.31% of 410,000 active; AID 624171, 2012; further: potency means the concentration at half of the fitted maximal effect; % of control where 0% means no effect; nearly all actives have a fitted effect of over 65% in size
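AREc32 cells carrying an ARE-driven firefly luciferase reporter were seeded at 1000 cells/well in OPTI-MEM with 5% FBS, then exposed to compound for 24 hr at 37 deg C. Luminescence was read with Steady-Glo after 30 min at RT.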
Akt phos inh = HTS Assay for Inhibitors of Akt Phophorylation: Primary Screen. Neuro2A IGF-stimulated pAkt S473 HTRF, 20 min; hits give low values. activity change, % for hits at 50 µM. 0.32% of 360,000 active. AID 651550, 2012; in the data active means activity change below about -80%; inconclusive means mostly about -51% to -80%; further: on the % scale 0 is the no-effect control and ±100 the full control effect
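Single-point screen (50 µM final compound) in Neuro2A cells stimulated 20 min with 6 nM IGF at 37 deg C. After lysis, Ser473-phosphorylated Akt read by HTRF (ex 330 nm, em 615/665 nm) as the 665/615 ratio.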
Numbers without * were called inactive; i = inactive; ? = inconclusive; · = no result given; & = joins results of further samples; ! = not active in a repeat; [ ] = another dose, or the depositor's remark. Unless noted, the call rests on the fitted dose curve; in most records, active means well fitted curve in the direction sought with a large enough effect; inconclusive means small, poorly fitted or top-dose-only effect, or another doubt; inactive means no such curve, though single readings can be large; an effect the other way counts as inactive or inconclusive. Rows were taken by chance; 4.4% or so of the library scored in one or more.

SMILES	MmCpn inh	CCT modulator	TGFb SMAD3 inh	A549 viability	HepG2 viability	Nrf2 inh	ATXN viability	Nrf2 ARE act	Akt phos inh
Cc1cc(F)ccc1-c1cc(C(=O)NC2CCCCC2)[nH]n1	·	-3.3	16%	·	-11%	·	i	0.6%	i
Cn1c(SCC(=O)N2CCc3ccccc32)nnc1-c1ccc(S(=O)(=O)N2CCCC2)cc1	-1%	2.1	-10%	13%	1%	5%	i	0.6%	i
COc1ccc(N2CCN(C(=O)CN3C(=O)COc4ccccc43)CC2)cc1	-7%	-0.3	15%	16%	-5%	2%	i	0.1%	i
COc1ccc(/C=N/Nc2nc(Nc3ccccc3)nc(N3CCCC3)n2)cc1[N+](=O)[O-]	0%	2.8	6%	?	-24%	?	?	?	i
COc1ccc(NC(=O)c2cc3c([nH]c4ccccc43)c(C)n2)cc1	-14%	1.6	-9%	1%	-8%	9%	i	3.6%	i
COc1ccc(C(=O)NNC2CC(=O)N(Cc3ccc(Cl)cc3)C2=O)cc1OC (configuration not stated)	0%	0.6	5%	12%	-14%	1%	i	-0.3%	i
COc1cccc(NC(=O)Nc2cc(C(=O)O)ccc2N2CC3CC(C2)c2cccc(=O)n2C3)c1 (configuration not stated)	0%	1.0	5%	4%	8%	1%	i	-0.9%	i
CC(=O)N1CCN(C(=O)c2ccc(OC3CCN(Cc4ccccn4)CC3)cc2)CC1	1%	1.2	-14%	2%	-1%	3%	i	0.1%	i
CCc1c(C)nc2ncnn2c1N1CCC(C(=O)Nc2ccccc2)CC1	1%	-0.8	-5%	-9%[1.84 µM]	-31%	-30%	i	-0.6%	?
CCCC(=O)Nc1ccc(Br)c(Cl)c1	-2%	1.0	-18%	-1%	3%	-7%	i	0.2%	i
Cc1ccc(S(=O)(=O)N(Cc2nc(-c3cccc(C)c3)no2)C2CCCCC2)cc1	·	·	?	9%	-23%	-12%	·	3.8%	·
O=S(=O)(c1ccccc1F)N1CCN(CCOc2ccccc2)CC1	2%	1.1	-18%	-3%	-15%	?	?	0.3%	i
CCCCn1nnnc1C(c1ccccc1)N1CCN(c2ncc(C(F)(F)F)cc2Cl)CC1 (configuration not stated)	·	-0.2	·	·	·	·	i	1.2%	i
Cc1nc2ccc(Cl)cc2c(-c2ccccc2F)c1CC(=O)O	-4%	2.0	-5%	3%	-8%	-20%	i	-0.5%	i
C=CCN(c1ccc(C(N)=O)cc1)S(C)(=O)=O	1%	-3.5	7%	-14%	13%	-9%	i	0.4%	i
O=C(Cc1cccc2ccccc12)Nc1ccc2c(c1)C(=O)NC2=O	0%	-1.9	-5%	5%	-31%	0%	i	0.8%	i
CCCNC(=O)C1(C)CCCN(C(=O)c2cccc(OC(F)(F)F)c2)C1 (configuration not stated)	·	-2.4	1%	·	-3%	·	i	-0.1%[9.22 µM]	i
Cc1ccc2nc(-c3ccncc3)cc(C(=O)NCc3ccccc3F)c2c1	-13%	0.2	8%	2%	-16%	?	i	3.0%	i
Cn1c(Cn2c(=O)sc3ccccc32)nnc1SCC(N)=O	1%	0.7	-6%	3%	-3%	2%	i	0.4%	i
CCCCCCC(NC(=O)c1ccc(C)cc1)C(=O)O (configuration not stated)	0%	-1.5	-1%	4%	5%	-8%	i	-0.6%	i
C=CCN=C(NC#N)SCc1ccccc1Cl	-1%	2.4	-2%	2%	-15%	12%	i	13%	i
O=C(c1ccccc1)c1ccc[nH]1	·	-2.9	-7%	10%	6%	23%	i	-0.4%	i
COc1nnc(-c2ccc(C)c(S(=O)(=O)NC(C)C)c2)c2ccccc12	1%	-0.8	-9%	1%	-26%	-6%	i	3.0%	i
CCN(C(=O)c1nn(-c2ccc(C)cc2)c(=O)c2c1c1ccccc1n2C)c1ccc(F)cc1	·	·	2%	2%	-2%	-1%	i	-0.8%	·
C1=C(c2ccccc2)Nc2nnnn2C1	0%	-0.7	-12%	-5%	2%	-16%	i	-0.6%	i
O=C(CN1C(=O)COc2ccc(S(=O)(=O)N3CCOCC3)cc21)NCc1ccc(Cl)cc1	·	·	?	9%	-3%	?	·	0.3%	·
CC(=O)c1ccc2c(c1)c1ccccc1n2CC(C)C	-1%	4.4	7.1µM*	4%	-54%	?	i	0.6%	i
CCOc1ccc(NC(=O)CCc2c(C)nc3c(-c4ccccc4)c(C)nn3c2C)cc1	·	·	-4%	?	-13%	10%	i	0.2%	·
O=C(CN1CCOCC1)Nc1nc(-c2ccc(Cl)cc2)cs1	0%	1.7	-5%	?	-12%	-2%	i	2.5%	i
Fc1ccc(CNn2cnnc2SCc2ccc(F)cc2)cc1	3%	-1.3	-19%	-15%	-2%	-18%	i	-0.5%	i
N/C(=N\OC(=O)c1ccccc1[N+](=O)[O-])c1ccccn1	0%	1.0	2%	1%	-13%	?	i	-0.4%	i
Clc1cccc(Cl)c1CSc1nnc([C@@H]2CCCN2)o1	0%	-1.6	27%	3%	3%	0%	?	-2.0%	i
CCOC(=O)C1CCCN(C(=O)COc2ccc(C(=O)c3ccc(F)cc3)cc2)C1 (configuration not stated)	3%	0.4	-29%	-3%	-17%	?	i	0.4%	i
N#Cc1c(NCc2ccccc2)ccnc1Cl	·	-8.5	-1%	-6%	21%	?	?	0.3%	i
O=C(CSc1nc(-c2ccccc2)cn1-c1ccccc1F)Nc1ccc(F)cc1	·	·	14µM*	-16%	-21%	·	?	0.2%	·
CCC1CCCCN1S(=O)(=O)c1ccc(S(=O)(=O)N2CCN(S(=O)(=O)CC)CC2)cc1 (configuration not stated)	-2%	1.8	50%[activator]	2%	-9%	-11%	?	-0.6%	i
CC1CCCN(C(=O)Nc2ccc(Br)cc2Cl)C1 (configuration not stated)	0%	0.4	-1%	0%	-10%	4%	i	4.3%	i
CCCOc1ccccc1N/C(=N\S(=O)(=O)c1ccc(C)cc1)Nc1nc(C)cc(C)n1	·	-2.4	-22%	-2%	-12%	-15%	i	-0.2%	i
Cc1ccccc1Cn1c(=O)n(CC2CCC(C(=O)N3CCC(C)CC3)CC2)c(=O)c2sccc21 (configuration not stated)	·	·	?	?	-5%	23µM*	?	-0.7%	·
C=CCC[C@@H](Cc1ccc(F)cc1)C(=O)OC[C@H](C)NC(=O)[C@H](CC=C)CC(=O)N(CCO)Cc1ccccc1	0%	-0.9	?	-11%	-13%	?	·	1.8%	i

Two entries drawn at random from the list so far, as already listed:
SMILES	MmCpn inh	CCT modulator	TGFb SMAD3 inh	A549 viability	HepG2 viability	Nrf2 inh	ATXN viability	Nrf2 ARE act	Akt phos inh
N/C(=N\OC(=O)c1ccccc1[N+](=O)[O-])c1ccccn1	0%	1.0	2%	1%	-13%	?	i	-0.4%	i
O=C(CSc1nc(-c2ccccc2)cn1-c1ccccc1F)Nc1ccc(F)cc1	·	·	14µM*	-16%	-21%	·	?	0.2%	·

The results go on.
SMILES	MmCpn inh	CCT modulator	TGFb SMAD3 inh	A549 viability	HepG2 viability	Nrf2 inh	ATXN viability	Nrf2 ARE act	Akt phos inh
O=[N+]([O-])c1cccc2ccc(/C=C/c3ccc(C(F)(F)F)cc3)nc12	2%	0.5	0%	6%	-19%	7%	i	?	i
O=C(CC(c1ccccc1)c1cc(Br)ccc1O)NCC1(c2ccccc2)CCCC1 (configuration not stated)	·	·	18µM*	?	-99%	?	35µM*	-3.4%	·
CC(=O)c1ccc2cc3c(cc2c1)OCO3	·	-3.9	-15%	·	1%	·	i	0.4%	i
CN(C)C(=O)c1ccc(NC(=O)COC(=O)/C=C/c2cccs2)cc1	1%	-3.4	-6%	1%	-2%	8%	i	0.6%	i
CCCn1c(CN(C)Cc2ccccc2)nc2c1c(=O)n(C)c(=O)n2C	-2%	1.6	0%	-13%	-12%	?	i	0.1%	i
CC(C)c1nc(C(=O)N2CCc3c([nH]c4ccccc34)C2c2ccccn2)cs1 (configuration not stated)	2%	-2.7	-18%	-6%	-29%	?	i	2.8%	i
Cn1c(=O)c2ccccc2n(CC(=O)Nc2ccc3c(c2)OCCO3)c1=O	1%	-1.5	-24%	3%	-9%	?	i	-0.1%	i
CCCOc1cccc(-c2cc(-c3n[nH]c(=S)n3CC)c3ccccc3n2)c1	-5%	0.7	?	?	-40%	13µM*	i	5.2%	i
CCc1ccc(Nc2nc3c(S(=O)(=O)c4cccc(Cl)c4)nnn3c3ccsc23)cc1	·	·	31%	2%	-7%	?	i	0.2%	·
COc1ccccc1C(=O)Nc1ccc2oc(-c3cccc4c(Br)cccc34)nc2c1	·	·	-12%	2%	-11%	-21%	·	15%	·
COc1ccc(-c2noc(CCC(=O)NCc3cccnc3)n2)cc1OC	-1%	1.2	-4%	2%	10%	?	i	3.2%	i
O=C(CNC(=O)c1ccc(Cl)cc1Cl)Nc1ccc(F)cc1	0%	0.0	-29%	2%	-10%	-7%	i	-1.1%	i
CCOc1cccc(NC(=O)/C(C#N)=C\c2cccnc2)c1	1%	-0.3	0%	6%	11%	-38%	i	2.6%	i
CC1C(=O)Nc2ccc(S(=O)(=O)Nc3ccccc3Br)cc2NC1=O (configuration not stated)	-1%	0.2	-9%	2%&3%	7%&2%	16µM*!	i	-0.4%&-1.2%	i
Cc1c(C)n(CCc2ccccc2)c2ncnc(NN)c12	-2%	-0.1	0%	0%	-18%	0%	i	2.0%	i
O=C(O)C(=Cc1ccccc1[N+](=O)[O-])c1ccccc1	·	-4.6	8%	2%	-2%	-3%	i	2.2%	i
COc1cc2c(cc1NC(=O)c1ccccc1-c1ccccc1C(=O)O)-c1ccccc1C2	·	-2.0	-4%	·	-15%	·	i	-2.3%	i
